Compound activity as filed in PubChem.
PI4K2A block – PI4K2A (human) kinase inhibition. AID 1346378. purified PI4K2A, ADP-Glo luminescence, 1 h; stronger effect = lower value. 420,000 tested, 0.13% active. activity change, negative = inhibition, % at 76.9 µM; in the data active = activity change below about -50%; inconclusive = mostly about -30% to -49%;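 also: -100% = wells without enzyme as full effect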
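Compounds are screened against recombinant PI4K2A using PI as substrate and ATP, the latter dispensed at 300 microM. Reactions run one hour at ambient temperature before ADP-Glo detection; full inhibition defined by wells lacking enzyme.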
IDH1 R132H inh – inhibitors of human mutant IDH1 R132H. O75874. IDH1-R132H enzyme, NADPH consumption, diaphorase/resazurin fluorescence. Potency, µM (titrated, usually from 76.6 µM), inactives show top-dose activity change, negative = inhibition, hits mostly inhibitors. 390,000 tested, 0.093% active. AID 602179; also: potency is read from the fitted curve at half-maximal effect; % is scaled to controls: 0 for no effect and ±100 for the full control effect; nearly all actives have a fitted effect of over 65% in size
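IDH1-R132H (0.5 ug/mL dispensed) in pH 7.5 Tris buffer was preincubated 30 min with compound, then given a substrate mix of 0.016 mM NADPH and 2 mM alpha-KG for 80 min at room temperature; remaining NADPH was read by diaphorase/resazurin fluorescence.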
USP1-UAF1 inh – inhibitors of human USP1/UAF1 deubiquitinase | O94782 | recombinant USP1/UAF1, Ub-Rhodamine cleavage fluorescence | Potency, µM (series often up to 57.1 µM), inactives show top-dose activity change, negative = inhibition, hits mostly inhibitors | 390,000 tested, 0.23% active; also: potency is read from the fitted curve at half-maximal effect; % is scaled to controls: 0 for no effect and ±100 for the full control effect; nearly all actives have a fitted effect of over 60% in size; inactives centre near -12
Target sequence (O94782 whole entry, looked up): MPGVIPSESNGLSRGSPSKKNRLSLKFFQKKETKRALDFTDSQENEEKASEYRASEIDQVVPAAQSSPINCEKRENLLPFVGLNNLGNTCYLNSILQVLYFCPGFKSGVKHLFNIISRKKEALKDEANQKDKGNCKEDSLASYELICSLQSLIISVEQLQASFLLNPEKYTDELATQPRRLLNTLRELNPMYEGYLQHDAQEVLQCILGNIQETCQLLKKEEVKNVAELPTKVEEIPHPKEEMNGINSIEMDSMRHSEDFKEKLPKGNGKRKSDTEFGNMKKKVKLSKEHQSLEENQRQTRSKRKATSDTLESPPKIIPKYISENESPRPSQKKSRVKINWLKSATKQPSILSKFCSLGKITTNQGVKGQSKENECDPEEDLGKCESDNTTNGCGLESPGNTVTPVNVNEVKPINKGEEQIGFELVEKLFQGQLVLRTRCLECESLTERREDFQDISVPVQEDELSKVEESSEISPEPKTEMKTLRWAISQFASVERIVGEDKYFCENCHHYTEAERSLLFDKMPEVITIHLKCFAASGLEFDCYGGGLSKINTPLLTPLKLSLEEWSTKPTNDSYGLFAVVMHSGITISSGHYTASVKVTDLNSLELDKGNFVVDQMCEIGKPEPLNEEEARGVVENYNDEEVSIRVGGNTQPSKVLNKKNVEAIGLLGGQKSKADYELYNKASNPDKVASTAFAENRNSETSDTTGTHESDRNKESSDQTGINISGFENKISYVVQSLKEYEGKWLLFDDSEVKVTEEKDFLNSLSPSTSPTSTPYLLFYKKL
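USP1/UAF1 complex at 1 nM was preincubated with compound for 15 min at room temperature, then Ub-Rho substrate (150nM final) was added. Fluorescence (480/540 nm) was read kinetically, 6 reads every 60 seconds.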
GRP78 ERSR act – induces the endoplasmic reticulum stress response in human glioma cells; U87-MG GRP78 promoter luciferase reporter, 16 h; Potency, µM, inactives show at the highest dose activation, usual class: activators; 420,000 tested, 0.02% active; AID 602332; also: potency is read from the fitted curve at half-maximal effect; series mostly up to about 76 µM; % of control where 0% means no effect; nearly all actives have a fitted effect of over 35% in size
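Stably transfected U87-MG glioma cells carrying a GRP78-based luciferase sensor; 16 h compound incubation. Luminescence end-point read 10 min after Bright-Glo addition at room temperature.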
LDHA inh – LDHA (human) enzyme inhibition; purified LDHA, NADH/diaphorase-resazurin fluorescence; stronger effect = lower value; activity change, % (values are at about 110 or 230 µM); 480,000 tested, 0.15% active; AID 1347041; in the data active = activity change below about -30%; inconclusive = mostly about -25% to -30%;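 also: plate controls were DMSO wells for no effect and wells without enzyme for full effect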
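Enzyme activity of human lactate dehydrogenase 5 (2 nM; 0.06 mM NADH, 0.2 mM pyruvate, 5 min, RT) is measured via a resazurin/diaphorase fluorescence readout of residual NADH.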
Vif-APOBEC3F blk – Vif-A3F binding inhibition. HeLa A3F-eYFP + Vif (tagged APOBEC3F with the HIV-1 protein that degrades it), YFP fluorescence increase. Potency, µM (top dose mostly 46.1 µM), for inactives: at the top dose activity, negative = active. 390,000 tested, 0.2% active. AID 602313; also: potency is read from the fitted curve at half-maximal effect; % of control where 0% means no effect; nearly all actives have a fitted effect of over 65% in size
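HeLa cells stably expressing Vif plus C-terminally eYFP-tagged A3F were seeded, incubated overnight at 37 deg C, dosed with compound, incubated overnight again at 37 deg C. Yellow fluorescence (Ex 488/Em 500-530) reported blocked Vif-mediated A3F-eYFP degradation.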
Vif-A3G inh – Vif-A3G binding inhibition. AID 602310. Q9HC16. 410,000 tested, 0.076% active. HeLa A3G-eYFP + Vif (tagged APOBEC3G with the HIV-1 protein that degrades it), YFP fluorescence, overnight. Potency, µM (highest dose often 46.1 µM), for inactives: at the highest dose activity, negative = active, usual class: inhibitors;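 also: potency is read from the fitted curve at half-maximal effect; % is scaled to controls: 0 for no effect and ±100 for the full control effect; nearly all actives have a fitted effect of over 60% in size; hits raise eYFP signal because A3G escapes Vif-driven loss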
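HeLa cells stably expressing Vif and C-terminally eYFP-tagged A3G, seeded overnight at 37 deg C, then exposed to compound by pintool overnight at 37 deg C. Rise in yellow fluorescence (Ex 488/Em 500-530, Acumen) marks blocked Vif-driven A3G degradation.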
RXFP1 ag – RXFP1 (human) receptor agonism; Q9HBX9; HEK293T-RXFP1 cAMP TR-FRET, 30 min; response scale: percent of porcine relaxin response, buffer zero; 370,000 tested, 0.3% active; Potency, µM (highest dose often 57.5 µM), for inactives: top-dose activation, usual class: activators; also: potency is read from the fitted curve at half-maximal effect; % is scaled to controls: 0 for no effect and ±100 for the full control effect; nearly all actives have a fitted effect of over 60% in size; many of its hits are not listed in these tables
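HEK293 cells stably expressing RXFP1, treated 30 min at 37C with compounds plus PDE4 inhibitor Ro 20174; cAMP measured by HTRF TR-FRET. Normalized to buffer and 29 nM porcine relaxin; EC50 by Hill fit.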
TrxR1 substrate – rat thioredoxin reductase 1 substrate activity | O89049 | purified TrxR1 substrate turnover, NADPH consumption readout | Potency, µM (titrated, usually from 114 µM), inactives show at the top dose activity change, negative = substrate turnover | 390,000 tested, 0.01% active; also: potency is read from the fitted curve at half-maximal effect; % is scaled to controls: 0 for no effect and ±100 for the full control effect; nearly all actives have a fitted effect of over 50% in size
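Rat TrxR1, dispensed at 90 nM, was prereduced with 400 uM NADPH (final) for 5 min at ~22 deg C, then incubated with compound 15 min before 400 uM selenite. A first-read NADPH fluorescence drop versus no-compound background flagged substrates.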
Active calls of the source: *; ? = inconclusive; nt = not tested or not shown; & = joins results of further samples; [ ] = remark or other dose. Unless noted, calls follow the shape of the dose curve; as a rule, active = well fitted curve in the direction sought with a large enough effect; inconclusive = small, poorly fitted or top-dose-only effect, or another doubt; inactive = no such curve, though single readings can be large; an effect the other way counts as inactive or inconclusive. The list is partial, so the mix of outcomes need not match the whole.

entry	molecule	IDH1 R132H inh	RXFP1 ag	USP1-UAF1 inh	PI4K2A block	GRP78 ERSR act	TrxR1 substrate	LDHA inh	Vif-APOBEC3F blk	Vif-A3G inh
1	CC1CC(C)CN(CCCNC(=O)Cn2cccc2C(=O)c2ccccc2)C1 (centres undefined)	-7%	-1.1%	-11%	-4	-5%	3%	-5	5%	2%
2	CC(=O)NC(=S)Nc1ccc(S(=O)(=O)Nc2ncccn2)cc1	-6%	7.1%	-25%	-4	-2%	7%	-2	2%	0%
3	CS(=O)(=O)N(Cc1ccc(F)cc1)Cc1nc2ccccc2c(=O)[nH]1	-7%	2.2%	-8%	9	-3%	0%	-4	1%	0%
4	Cc1cc(C)cc(NC(=O)C2CCCN2/C=C/C(=O)C(F)(F)F)c1 (centres undefined)	2%	4.2%	-5%	5	-3%	8%[57.1 µM]	-1	0%	0%
5	O=C(NCC1CCCO1)c1ccc(S(=O)(=O)Nc2ccc(F)cc2)cc1 (centres undefined)	8%	-0.6%	-15%	-5	-6%	-3%	-1	-5%	0%
6	Cc1ccc(Cn2nnc3c(=O)n(CC(=O)N4CCCCC4)cnc32)cc1	3%	-2.9%	-9%	-2	-2%	2%	-9	-1%	0%
7	Cc1ccnc2nc(C(=O)OCC(=O)Nc3ccc4c(c3)OC(F)(F)O4)nn12	2%	2.1%	-11%	-2	2%	10%	6	1%	0%
8	Cc1cccc2sc(N(Cc3cccnc3)C(=O)CCS(=O)(=O)c3ccccc3)nc12	-9%	0.0%	2%	0	-9%	-4%[57.1 µM]	-11&-1	7%	?
9	Nc1ccc(/C=C/C(=O)c2cccs2)cc1	3%	6.6%	25µM*	0	2%	2%[57.1 µM]	-5	?	-15%
10	O=C(CN1C(=O)CCSc2ccccc21)Nc1ccc(F)cc1	-1%	-0.2%	-7%	5	-3%	6%[57.1 µM]	-7	0%	-3%
11	CC(C)Oc1ccc(CNC(=O)c2cccc(NC(=O)N3CCSc4ncccc43)c2)cc1	-15%	0.8%	?	1	0%	-3%	-5	1%	-3%
12	O=C(NCCc1ccc(F)cc1)Nc1ccc2c(c1)OCO2	1%	-0.5%	-24%	0	2%	-2%	0	2%	1%
13	Cc1ccccc1OCCCCCCN1CCNCC1	11%	nt	-16%	7	1%	-4%[57.1 µM]	-3	-9%	0%
14	Cc1cc(C)c(NC(=O)CSc2nnnn2-c2cccnc2)c(C)c1	11%	0.1%	-7%	-2	-3%	3%	-5	11%	-5%
15	O=S(=O)(O)c1cccc2cccc(Nc3ccccc3)c12	-5%	nt	?	-22	-3%	4%&-2%	7&41	5%	0%
16	CCOC(=O)c1sc2nc(C)nc(N3CCCCC3C)c2c1C (centres undefined)	6%	?	-19%	-6	-1%	9%[57.1 µM]	3	-2%	-6%
17	O=C(O)c1cc(C(=O)O)cc(N2C(=O)CSC2=S)c1	3%	-0.4%	-16%	-6	-8%	6%	3	-6%	-13%
18	COCCCN1C(=O)C(=O)/C(=C(/O)c2ccc(C)cc2)C1c1ccccc1 (centres undefined)	11%	3.6%	-13%	-4	-6%	-6%	0	-2%	1%
19	CN1CC(=O)Nc2ccc(Br)cc2C1=O	4%	-3.1%	-3%	3	4%	-9%[2.29 µM]	-2	-1%	3%
20	Cc1nc2nc(SCC(=O)NCCCN3CCCCC3)nn2c(C)c1Cc1ccccc1	-4%	6.7%	-6%	1	-2%	-16%	-2	-7%	0%
21	Cc1noc(C)c1COc1ccc(CC(=O)NCCc2ccccn2)cc1	2%	-0.5%	-14%	0	-2%	-1%	-4	-21%	0%
22	CCOC(=O)Cn1ccc(-c2ccccc2)c(C#N)c1=O	5%	0.6%	-8%	15	3%	13%	2	?	0%
23	OCCC1CN(Cc2cnc(-c3cccc4ccccc34)nc2)CCN1C1CCCCC1 (centres undefined)	4%	-0.9%	-5%	-3	-2%	3%	-10	6%	1%
24	CCN(CC)S(=O)(=O)c1ccc2c(c1)nc(CN(C)C(=O)c1cccc(Cl)c1)n2C	4%	2.9%	-6%	-2	-2%	5%[57.1 µM]	-3	4%	5%
25	NS(=O)(=O)c1ccc(S(=O)(=O)N2CCN(c3nc(-c4cccs4)nc4ccccc34)CC2)cc1	nt	nt	nt	nt	4%	3%	-1	nt	-6%
26	O=C(C[C@H]1C/C=C\CCCCC(=O)OC[C@H]2CCCN2C1=O)N[C@H](CO)Cc1ccccc1	-8%	nt	-20%	0	-3%	10%	0	2%	0%
27	COc1ccc(S(=O)(=O)NCC2CCCO2)cc1NC(=O)c1ccc(Cl)cc1 (centres undefined)	6%	1.3%	-6%	-1	-6%	-7%	-5	3%	-6%
28	CN(C)CCCN(C(=O)c1ccc2ccccc2c1)c1nc2cc3c(cc2s1)OCO3	1%	-0.2%	-6%	4	-4%	-9%	-4	1%	5%
29	Cn1nc(C(F)(F)F)c(-c2ccc(Br)cc2)c1NC(=O)c1ccco1	1%	-0.8%	-23%	3	-6%	-9%	-1	-29%	-14%
30	C/C(=N/NC(=O)c1ccccn1)c1ccc(O)cc1	5%	-0.4%	-17%	-3	-5%	-3%	1	1%	-4%
31	CCOC(=O)[C@@H]1[C@H]2COc3ccccc3[C@H]2N2C(=O)N(c3ccc(Cl)cc3)C(=O)[C@]12C	-8%	-0.9%	?	3	-3%	5%[57.1 µM]	-3	-2%	1%
32	CC1CCCN(c2nc(N(C)c3ccccc3)nc(N)c2[N+](=O)[O-])C1 (centres undefined)	3%	-0.7%	3%	-19	1%	2%[57.1 µM]	-3	-3%	-6%
33	CC1CN(C(=O)CSc2nc(-c3ccc(F)cc3)cs2)CC(C)O1 (centres undefined)	2%	1.0%	-20%	-19	4%	-4%	-2	nt	-1%
34	O=C(NCc1ccccc1CN1CCCC1)C1CCN(S(=O)(=O)c2ccc(F)c(F)c2)CC1	3%	-1.5%	4%	-1	-3%	0%	-7	-15%	-1%
35	COc1ccc(CNC(=O)C2CCCN(S(=O)(=O)c3ccc4c(c3)C(C)(C)C(=O)N4C)C2)cc1 (centres undefined)	-4%	-0.9%	-21%	0	-3%	5%	-6	0%	0%
36	N#C/C(=C(/O)CCl)c1nc(-c2ccccc2)cs1	1%	0.4%	-7%	0	?	-5%	0	?	?
37	COc1ccc(C(=O)COC(=O)CNC(=O)c2cc(OC)cc(OC)c2)cc1	5%	-0.3%	0%	2	-3%	0%	4&-4	-7%	-1%
38	CC(C)(C)OC(=O)N1CCCC1C(=O)NC(Cc1ccccc1)C(=O)O (centres undefined)	2%	1.7%	-17%	3	-5%	-5%	-5	nt	1%
39	Cc1nnc(SC(C)C(=O)NC2CCCc3ccccc32)n1-c1ccccc1 (centres undefined)	4%	-0.5%	-18%	5	-6%	12%[57.1 µM]	-4	-2%	-3%
40	c1ccc2c(c1)CCCC2C1=NCCN1 (centres undefined)	6%	4.9%	-24%	-4&4&-3	-5%&-2%&-4%	11%[57.1 µM]	-5	-1%	-4%
41	COCCSc1nc2c(c(=O)[nH]c(=O)n2C)n1CCC(C)C	13%	1.8%	-25%	3	-2%	-1%	-4	-3%	2%
42	COc1ccccc1N(CC(=O)N1CCCCC1)S(=O)(=O)c1ccccc1	2%	3.0%	-3%	-2	-4%	8%	-4	0%	0%
43	Cc1ccc(NC(=O)c2ncn(CCCN3CCN(Cc4cccc5ccccc45)CC3)n2)cc1C	3%	nt	-9%	0	-10%	-13%	-5	6%	-7%
44	CCOCCCNCc1cc(Cl)ccc1OCC	-7%	1.5%	-24%	0	1%	2%	1	-10%	0%
45	CC(C(=O)Nc1ccccc1C(=O)N1CCOCC1)N(c1ccccc1)S(C)(=O)=O (centres undefined)	3%	0.2%	-15%	2	-1%	0%	-4	nt	2%
46	CCOc1ccc(NC(=O)Nc2ccc(Br)cn2)cc1	7%	-1.9%	-19%	1	3%	16%	2	-11%	-1%
47	COc1ccc(Br)c(C(=O)OCC(=O)N2CCc3ccccc32)c1	-1%	nt	-13%	5	2%	-5%	-4	-23%	1%
48	COc1cccc(NC(=S)NCc2ccccc2)c1	5%	-0.8%	-4%	-1	6%	7%	1	?	1%
49	COc1ccc(N=Nc2ccc3ccccc3c2)c(O)c1	-4%	0.0%	-27%	-5	-3%	-1%	-3	0%	-2%
50	O=C(NCCN1C(=O)S/C(=C\c2ccccc2)C1=O)c1cc(S(=O)(=O)N2CCOCC2)c(Cl)cc1Cl	5%	-0.5%	0%	0	-3%	-15%	-13	-9%	-13%
51	COc1ccccc1C(=O)Nc1nnc(SCc2cc(=O)n3ccc(C)cc3n2)s1	-11%	2.4%	-16%	1	8%	2%[57.1 µM]	0	1%	-5%
52	COc1cc(OC)cc(C(=O)N[C@H](C(=O)Nc2cccc(S(=O)(=O)N3CCCC3)c2)C(C)C)c1	-11%	0.4%	-16%	-21	-2%	2%	-2	-23%	-11%
53	COc1ccccc1NC(=O)C(=O)NCCc1csc(-c2cccc(F)c2)n1	7%	-3.1%	1%	2	-4%	-9%[57.1 µM]	-7	-2%	4%
54	O=C(N/N=C/c1ccccc1Cl)c1n[nH]c2c1CCCC2	16%	-0.5%	-15%	-1	-7%	1%	-1	-1%	-4%
